Compound activity (PubChem)
TCR CD3 inh = inhibitors of human TCR-CD3 interaction, primary screen, biochemical, fluorescence, TAMRA-labeled TCR probe. T-cell receptor (TCR). inhibition, % at 9.4 µM. 0.37% of 360,000 active; in the data active = inhibition above about 19%;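 also: recombinant mutant TCR 2C K166C tagged with TAMRA read by polarization; 0% = receptor in buffer alone and 100% = receptor with positive control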
GC-A act = GC-A stimulated cGMP production enhancers – HEK293 GC-A cells, cGMP TR-FRET, EC30 ANP, primary screen; Atrial natriuretic peptide receptor 1 (Homo sapiens), P16066; 0% at EC30 ANP, 100% saturating ANP; activation, % at 10 µM; 0.14% of 370,000 active; AID 1671463, 2021; in the data active = activation above about 40%
UHRF1 MBD2 ctr = UHRF1 methylated DNA binding inhibitors, primary screen, counter-screen for MBD2 inhibitor project, biochemical, TR-FRET, human UHRF1, single concentration. UHRF1 binding to methylated oligo. inhibition, % at 4.4 µM. E3 ubiquitin-protein ligase UHRF1 (Homo sapiens), Q96T88. 0.75% of 370,000 active; in the data active = inhibition above about 21%;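 also: UHRF1 SRA domain binding a hemimethylated CpG hairpin DNA probe; 0% = median of test compound wells and 100% = reference inhibitor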
rCAG binder = binders of r(CAG) RNA repeats, primary screen, biochemical, fluorescence | inhibition, % at 3 µM | 1.3% of 370,000 active | r(CAG) RNA repeat, TO-PRO-1 dye displacement fluorescence;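 active = inhibition above the plate cutoff, the mean of all test compounds on that plate plus 3 SD, cut at about 35% in these data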;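 also: 0% = DMSO alone and 100% = 100 µM mitoxantrone as full dye displacement; higher means more dye released from RNA so lower well fluorescence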
GC-B act = human GC-B receptor activators, primary screen, HEK293 GC-B cells, cGMP TR-FRET, EC30 CNP. 0.11% of 370,000 active. activation, % at 10 µM. 0% at EC30 CNP, 100% saturating CNP. Atrial natriuretic peptide receptor 2 (Homo sapiens), P20594. AID 1920062, 2024;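 active = activation at 10 µM reaching about 35% in either raw or pattern-adjusted values, limit read from the data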
SIAE primary = human SIAE inhibitors, primary screen, biochemical, fluorescence polarization, FP-Rh probe, 1536-well HTS | AID 1053197, 2014 | inhibition, % at 9.66 µM | SIAE FP-Rh probe binding | 0.69% of 370,000 active;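 active = inhibition above a cutoff: mean of compounds within the control limits plus 3 SD of those, cut at about 17% in these data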;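 also: 0% = plate median of compound wells and 100% = probe without SIAE protein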
mABHD4 FP = ABHD4 inhibitors, primary screen, biochemical, fluorescence polarization, mouse; inhibition, % at 8.92 µM; AID 720543, 2013; (Lyso)-N-acylphosphatidylethanolamine lipase (Mus musculus), Q8VD66; 0.54% of 370,000 active; purified mABHD4, FP-Rh probe fluorescence polarization;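 active = inhibition exceeding the mean over every tested compound plus 3 SD, cut at about 30% in these data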;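 also: 0% = plate median of compound wells and 100% = S159A mutant with DMSO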
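Assay system: Wild-type mouse ABHD4 protein | Medium: HEPES pH 7.0 buffer, 150 mM NaCl, 0.01% Pluronic F-127 | Incubation: Enzyme–compound pre-incubation 45 min, then probe 60 min, both 25 °C | Technique: Fluorescence polarization with parallel and perpendicular emission, 525/598 nm | Evaluation: % inhibition of FP-Rh probe binding versus controls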
MBD2 inh = inhibitors of MBD2 binding to methylated DNA, primary screen, biochemical, TR-FRET, DNA-binding domain, human | 0.31% of 370,000 active | AID 686964, 2013 | inhibition, % at 4.4 µM | Methyl-CpG-binding domain protein 2 (Homo sapiens), Q9UBB5 | MBD2 binding to methylated oligonucleotide; in the data active = inhibition above about 13%
PRMT1 FP inh = PRMT1 methyltransferase inhibitors, primary screen, biochemical, fluorescence polarization. inhibition, % at 2.79 µM. Protein arginine N-methyltransferase 1 (Homo sapiens), Q99873. 1.3% of 370,000 active. recombinant PRMT1, activity-based probe fluorescence polarization;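 active = inhibition above about 21% made by adding two undisclosed values, limit read from the data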
Target sequence (Q99873 whole entry, looked up): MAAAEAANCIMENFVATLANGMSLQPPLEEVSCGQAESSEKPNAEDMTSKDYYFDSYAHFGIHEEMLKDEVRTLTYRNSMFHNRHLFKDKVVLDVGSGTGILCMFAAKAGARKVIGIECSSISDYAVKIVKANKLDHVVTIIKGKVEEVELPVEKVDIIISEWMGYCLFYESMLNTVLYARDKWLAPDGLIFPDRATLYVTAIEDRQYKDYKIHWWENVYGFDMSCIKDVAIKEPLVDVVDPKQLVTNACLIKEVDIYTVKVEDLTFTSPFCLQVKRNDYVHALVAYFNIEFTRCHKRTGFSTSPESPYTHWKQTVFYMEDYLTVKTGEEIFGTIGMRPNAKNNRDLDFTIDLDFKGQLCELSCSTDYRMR
HTRA1 inh = HTRA1 serine protease inhibitors, primary screen, biochemical, fluorescence polarization, HTS; inhibition, % at 5.96 µM; 0.5% of 340,000 active; recombinant HTRA1, FP-rhodamine activity-based probe; in the data active = inhibition above about 36%;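 also: 0% = enzyme with DMSO and 100% = wells lacking enzyme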
Target sequence (Q92743 whole entry, looked up): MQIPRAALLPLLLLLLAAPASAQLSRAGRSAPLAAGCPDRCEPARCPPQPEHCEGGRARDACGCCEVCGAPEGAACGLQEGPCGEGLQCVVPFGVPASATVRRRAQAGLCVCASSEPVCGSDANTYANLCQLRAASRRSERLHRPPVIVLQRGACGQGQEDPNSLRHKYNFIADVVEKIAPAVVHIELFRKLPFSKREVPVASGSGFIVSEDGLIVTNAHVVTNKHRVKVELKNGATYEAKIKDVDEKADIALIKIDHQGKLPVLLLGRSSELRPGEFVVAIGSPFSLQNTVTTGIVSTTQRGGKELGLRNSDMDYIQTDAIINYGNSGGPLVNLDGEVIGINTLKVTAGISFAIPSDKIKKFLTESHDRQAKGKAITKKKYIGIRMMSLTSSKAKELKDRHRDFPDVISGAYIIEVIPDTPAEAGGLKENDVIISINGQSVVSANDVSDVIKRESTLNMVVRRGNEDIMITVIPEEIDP
* marks the source's active call; other numbers are inactive results; · = not tested or not shown.

Compound,TCR CD3 inh,GC-A act,UHRF1 MBD2 ctr,rCAG binder,GC-B act,SIAE primary,mABHD4 FP,MBD2 inh,PRMT1 FP inh,HTRA1 inh
CN(C)Cc1c(C(=O)N/N=C/c2ccco2)nnn1-c1nonc1N,-6,1,-1,1,-6,14,-1,-7,-6,1
COc1ccc(OC2CCN(S(=O)(=O)c3ccc(OC)cc3)CC2)cc1,-11,1,2,-3,0,-4,-14,-1,4,-13
CCOC(=O)Cc1csc(NC(=O)C(C)c2ccc([N+](=O)[O-])cc2)n1 (stereo not given),0,-8,0,0,1,-9,-1,2,1,2
N#Cc1ccccc1OCC(=O)N1CC(=O)Nc2ccccc21,11,2,1,4,1,-3,5,-4,-2,7
Clc1ccc(CSc2nc3ccncc3[nH]2)cc1,6,1,0,1,-1,3,-2,-2,3,-3
CCCCn1c(N)c(N(CCOC)C(=O)CCS(=O)(=O)c2ccc(Cl)cc2)c(=O)[nH]c1=O,2,2,-1,-4,3,3,0,1,1,-4
C=CCc1c(O)c(CC)cc2c(C)cc(=O)oc12,-7,9,0,2,7,-1,4,6,6,-8
O=C(CN1CCCCCC1)Nc1ccc(S(=O)(=O)N2CCOCC2)cc1,-3,4,1,-5,5,-9,-2,-5,5,3
COc1ccc(C(O)c2nc(-c3ccc(F)cc3OC)cs2)cc1 (stereo not given),3,3,-1,1,-13,-3,-12,2,-1,·
CCCCn1c(N)c(N(CCOC)C(=O)c2ccc3c(c2)C(=O)N(c2ccccc2C)C3=O)c(=O)[nH]c1=O,5,2,0,2,0,-2,-1,0,-2,-4
O=C(CNC(=O)c1nc[nH]c1C(=O)N1CCc2ccccc2C1)OCc1ccccc1,-1,0,4,-9,1,3,-8,1,1,-9
C=CCNc1nc(-c2sc(NC(=O)C(C)(C)C)nc2C)c(-n2cc(-c3ccccc3)nn2)s1,-12,-3,19,8,2,-9,6,7,-3,·
COc1ccc(CC(=O)Oc2ccc(C)cc2Br)cc1S(=O)(=O)N1CCOCC1,3,1,-2,-1,3,0,-3,2,-1,1
C=CCOC(=O)c1ccccc1C(=O)OCC1CO1 (stereo not given),3,0,0,1,0,6,1,2,2,-1
O=[N+]([O-])c1ccc(Nc2c3ccccc3nc3ccccc23)cc1,6,-37,-11,8,-20,12,19,-1,1,14
Cc1nnc(NC2=NCCC2)s1,-4,0,1,-3,2,0,4,8,4,4
O=C(CN1C(=O)S/C(=C\c2cccs2)C1=O)Nc1ccc(C(=O)O)c(O)c1,14,-2,-4,67*,2,8,-29,-7,8,-18
COc1ccccc1N1CCN(C(=O)c2cccc(S(=O)(=O)N3CCCCCC3)c2)CC1,3,4,1,3,7,0,2,-2,4,2
Cc1cc2cc(C)c3nnc(SCC(=O)N4CCN(C(=O)c5ccco5)CC4)n3c2cc1C,0,0,-3,-1,-2,0,-3,-2,0,-4
COc1ccccc1-c1csc(C(O)c2cccc(Cl)c2)n1 (stereo not given),6,-1,0,3,-3,-10,-32,-1,-4,·
Cc1cc2oc(=O)ccc2cc1[N+](=O)[O-],6,0,-4,2,6,-1,10,-5,-2,0
Clc1ccc(Oc2cccc(/C=N/n3cnnc3)c2)cc1,-2,-1,5,-1,-6,-1,-5,1,1,-8
CC(/C=C/c1ccc(N(C)C)cc1)=N\N=C1\NC(=O)CC(C(=O)Nc2ccccc2)S1 (stereo not given),1,-4,0,32,-8,19*,-6,-4,2,20
O=C(Nc1ccc(Cl)cn1)C1CCN(c2ncnc3c2nc2n3CCCCC2)CC1,9,6,-1,-5,-2,-3,-3,2,-1,-5
COc1cccc(/C=N/NC(=O)CCc2c(C)n[nH]c2C)c1O,4,0,-1,-1,0,-2,-2,-3,1,6

Whole records as entered above. Order of values: TCR CD3 inh | GC-A act | UHRF1 MBD2 ctr | rCAG binder | GC-B act | SIAE primary | mABHD4 FP | MBD2 inh | PRMT1 FP inh | HTRA1 inh
O=C(Nc1ccc(Cl)cn1)C1CCN(c2ncnc3c2nc2n3CCCCC2)CC1 in the list: 9 | 6 | -1 | -5 | -2 | -3 | -3 | 2 | -1 | -5
CN(C)Cc1c(C(=O)N/N=C/c2ccco2)nnn1-c1nonc1N in the list: -6 | 1 | -1 | 1 | -6 | 14 | -1 | -7 | -6 | 1

Next structures:
Compound,TCR CD3 inh,GC-A act,UHRF1 MBD2 ctr,rCAG binder,GC-B act,SIAE primary,mABHD4 FP,MBD2 inh,PRMT1 FP inh,HTRA1 inh
O=C(N/N=C/c1cccc(O)c1)c1ccc(COc2cccc3cccnc23)cc1,-4,-2,-3,8,-3,-41,-39,-7,2,-10
Cc1cnc(C(=O)N(c2ccc(N3CCOCC3)cc2)C2C(=O)Nc3ccccc3N=C2c2ccc(F)cc2)cn1 (stereo not given),0,1,0,5,4,1,3,-4,-1,·
O=C(N/N=C/c1ccc(Cl)cc1Cl)c1cccc(F)c1,3,-3,0,-1,-4,-7,-4,3,1,-19
O=C(Nc1ccnn1C1CCN(C(=O)Cc2cccc(Cl)c2)CC1)C1CC1,3,-2,0,-5,4,5,1,3,-1,-2
O=C(N/N=C/c1ccco1)c1cc(C2CC2)[nH]n1,8,-1,-5,2,4,4,-1,4,-2,9
CCOc1ccc(NC(=O)CSc2nnc(-c3ccco3)n2C)cc1,6,-2,2,-2,3,-5,-8,0,0,5
CCOC(=O)c1c(C)oc2c1c(C=NCc1ccccn1)c(O)c1ccccc12,1,11,7,18,3,18*,34*,-6,21*,43*
COCCN(CCNC(=O)c1ccc(NC2=NC3CS(=O)(=O)CC3S2)cc1)Cc1ccco1 (stereo not given),-3,-2,0,2,-3,3,5,-5,-2,1
COc1ccc(S(=O)(=O)N2CCOCC2)cc1NC(=O)CC(C)c1ccccc1 (stereo not given),9,0,1,2,3,-4,2,2,-4,-2
O=C(Cc1cccs1)NC(Cc1c[nH]c2ccccc12)C(=O)O (stereo not given),-7,1,-3,0,2,3,0,2,1,4
Cn1c(CC(=O)NNC(=O)c2ccccc2[N+](=O)[O-])nc2ccccc21,3,-1,-2,2,6,-6,2,-7,-4,8
O=C(COC(=O)c1cccnc1Cl)Nc1cc(S(=O)(=O)N2CCOCC2)ccc1Cl,-2,-1,-1,1,-4,-8,-3,-1,-2,19
COc1ccccc1C(=O)NC(CCSC)C(=O)NCCCn1nc(C)cc1C (stereo not given),4,-1,1,-6,1,7,1,-5,-3,5
Cc1ccc(CN2CCC(CNC(=O)c3ccc(NC(=O)C4=CSCCO4)cc3)CC2)cc1,-4,-4,-1,-5,-3,1,2,5,0,-3
CC(OC(=O)c1cc2ccccc2o1)C(=O)Nc1ccc(N2CCOCC2)cc1 (stereo not given),1,1,0,1,3,1,3,-3,-1,2
COCCCNC(=O)/C(C#N)=C/c1c(N2CCN(c3ccccc3)CC2)nc2ccccn2c1=O,-6,-2,-3,-6,2,0,-1,-3,2,-5
CCOC(=O)C1CCCN(C(=O)CNC(=O)c2nn(-c3ccc(OC)c(Cl)c3)c(=O)c3ccccc23)C1 (stereo not given),3,-3,1,8,-2,-9,1,-2,4,-15
COCCSc1nc2c(c(=O)[nH]c(=O)n2C)n1Cc1cccc(C)c1,-3,7,2,-3,1,-5,2,0,1,6
COc1ccc2nc(NC(=O)Nc3cccc4ccccc34)sc2c1,-3,2,2,31,1,-1,30*,-2,-1,-2
CCOC(=O)c1c(C)n(-c2ccc(OC)cc2)c2ccc(O)c(CN(C)C)c12,0,-5,4,8,-2,1,2,0,0,-8
Cc1ccc(OCC(=O)Nc2ccc3c(c2)C(=O)N(CCC(=O)O)C3=O)cc1,-3,1,2,9,0,2,-2,1,-3,2
CCCN1C(=O)/C(=C/c2ccc(C)s2)NC1=S,-6,14,2,1,21,3,8,0,1,-8
Cc1cccc(-n2nnnc2SCn2nnc3ccccc3c2=O)c1,4,1,-2,0,6,6,-6,-1,6,-9
Cc1cc(-n2c(C)cc(C(=O)CN3C(=O)NC4(CCCCC4C)C3=O)c2C)no1 (stereo not given),-7,1,-1,2,3,1,2,2,-1,-6
Cc1ccc(COc2ccc(Br)cc2/C=N/O)cc1,4,10,-2,3,-1,-31,-57,-5,-4,-21
Cc1c(S(=O)(=O)Nc2ccc3c(c2)OCCO3)cnn1C,-2,-1,0,3,-5,4,0,2,-2,5
C=CCN1C(=O)CSc2ccc(C(=O)NC3CCCCC3)cc21,-4,-2,0,-5,2,-4,0,2,1,1
COc1ccccc1/C=N/NS(=O)(=O)c1ccccc1,6,0,0,3,0,1,1,-6,1,8
CCN(CC)CCNC(=O)c1cn(CC)c2ccc(S(=O)(=O)N(C)C3CCCCC3)cc2c1=O,9,-1,-1,-8,-3,-6,3,1,-1,1
CC(C)(C)c1ccc(S(=O)(=O)N2CCN(CCC#N)CC2)cc1,7,-2,2,-3,1,-3,1,5,-1,6
CCC1([N+](=O)[O-])COC(c2ccc(C)cc2)OC1 (stereo not given),10,-1,0,0,-3,1,2,-5,-5,6
CCOc1ccc(Cl)cc1/C=C1/C(=O)ON=C1C,0,18,2,3,3,18*,5,-2,0,1

Some of the compounds tested, so the mix of outcomes need not match the whole.
